Bioassay records: PubChem BioAssay, PCMD
FXIIa inh mix: inhibitors of human coagulation factor XIIa, pooled mixtures. P00748. purified FXIIa, fluorogenic substrate. inhibition, % at 5 µM. 0.2% of 62,000 active. AID 684;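 note: 0% = enzyme without compound and 100% = no enzyme blank; some results filed as inactive read as strong as hits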
CatB inh: inhibitors of human cathepsin B. P07858. purified cathepsin B, fluorogenic substrate, fluorescence. inhibition, %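 (tested at 10 µM)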. 0.1% of 63,000 active. AID 453; in the data active = inhibition above about 21%;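 note: 0% = enzyme with no compound and 100% = no enzyme blank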
CatS inh: inhibitors of human cathepsin S | P25774 | recombinant cathepsin S, AMC dipeptide fluorescence, pooled mixtures | inhibition, %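 (tested at 5 µM per compound within 10-compound mixtures)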 | 0.06% of 62,000 active | AID 501; in the data active = inhibition above about 32%, passing the limit was not always enough;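 note: 0% = enzyme without compound and 100% = blank without enzyme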
Target sequence (P25774 115-331 limits assumed): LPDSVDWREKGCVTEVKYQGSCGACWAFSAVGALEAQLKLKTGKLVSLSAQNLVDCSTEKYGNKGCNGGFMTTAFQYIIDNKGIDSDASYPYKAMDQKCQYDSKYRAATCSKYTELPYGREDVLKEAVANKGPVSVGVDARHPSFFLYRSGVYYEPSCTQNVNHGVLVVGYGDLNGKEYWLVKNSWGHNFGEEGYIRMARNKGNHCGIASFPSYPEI
CatL block: blocks human cathepsin L protease activity. P07711. purified cathepsin L, fluorogenic substrate, fluorescence. inhibition, %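 (tested at 10 µM)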. 0.17% of 58,000 active. AID 460; in the data active = inhibition above about 45%;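 note: 0% = enzyme with no compound and 100% = no enzyme blank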
AP ELISA ortho: orthogonal test for alternative complement pathway inhibitors; 0.08% of 62,000 active; Human serum alternative complement pathway, LPS-coated ELISA, C3 deposition; tested in compound mixtures; inhibition, % at 5 µM;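 active = inhibition above 30% in each of the two pooled mixtures holding the compound, so the lower value exceeds 30%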;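 note: 0% = serum in Mg-EGTA without compound and 100% = EDTA serum blank; some compounds past the cut are filed as inactive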
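Assay system: Human serum alternative complement pathway, C3 deposition on LPS-coated wells | Incubation: 1 h serum-compound exposure at 37 °C | Doses: 5 µM per compound in ten-compound mixtures | Read-out: Percent inhibition | Technique: ELISA with HRP anti-human C3 antibody, TMB substrate, absorbance 450 nm | Replication: Two pool placements per compound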
C1s inh: human complement C1s inhibition. P09871. purified C1s, fluorogenic AMC substrate, pooled mixtures. mean inhibition % of two 10-compound mixtures (active compounds read high), % at 5 µM (by protocol). 0.16% of 62,000 active. AID 538;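 active = inhibition above 20% in each of the two 10-compound mixture wells holding the compound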;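 note: 0% = enzyme wells lacking compound mixture and 100% = no-enzyme blank wells; some compounds called inactive have numbers as strong as hits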
Target sequence (P09871 16-437 limits assumed): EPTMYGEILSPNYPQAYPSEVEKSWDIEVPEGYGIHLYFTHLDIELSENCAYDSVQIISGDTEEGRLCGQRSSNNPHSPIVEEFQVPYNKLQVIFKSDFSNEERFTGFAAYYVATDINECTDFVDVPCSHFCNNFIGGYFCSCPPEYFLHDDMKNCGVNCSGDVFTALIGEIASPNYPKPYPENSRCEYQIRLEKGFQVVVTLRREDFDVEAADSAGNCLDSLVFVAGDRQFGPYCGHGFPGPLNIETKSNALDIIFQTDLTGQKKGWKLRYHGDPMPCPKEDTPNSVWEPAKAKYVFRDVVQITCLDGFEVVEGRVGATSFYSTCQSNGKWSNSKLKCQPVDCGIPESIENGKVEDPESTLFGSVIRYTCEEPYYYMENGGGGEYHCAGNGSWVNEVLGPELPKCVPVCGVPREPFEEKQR
Target sequence (P09871 438-688 limits assumed): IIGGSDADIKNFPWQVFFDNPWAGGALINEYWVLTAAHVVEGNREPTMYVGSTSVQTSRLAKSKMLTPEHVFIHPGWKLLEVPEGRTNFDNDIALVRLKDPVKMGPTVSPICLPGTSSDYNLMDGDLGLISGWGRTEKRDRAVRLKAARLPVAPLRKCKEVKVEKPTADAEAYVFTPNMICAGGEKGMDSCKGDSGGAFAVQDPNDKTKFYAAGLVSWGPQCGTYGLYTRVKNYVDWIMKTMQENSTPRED
CatB mix inh: human cathepsin B inhibition by mixtures. P07858. Purified cathepsin B, AMC dipeptide fluorescence, compound mixtures. inhibition, %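 (ten-compound pools at 5 µM per compound and 50 µM total)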. 0.06% of 62,000 active. AID 488; in the data active = inhibition above about 22%, passing the limit was not always enough;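 note: 0% = enzyme without compound and 100% = no enzyme blank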
FXIa mix inh: blocks human factor XIa in pooled compound mixtures; P03951; inhibition, % at 5 µM; purified FXIa, fluorogenic substrate; 0.19% of 62,000 active;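 note: each value is inhibition by a whole ten-compound pool holding the compound; 0% = enzyme with no mixture and 100% = wells lacking enzyme; strong numbers were not always called active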
Cathepsin G inh: blocks human cathepsin G enzyme activity | P08311 | purified enzyme, AMC-tetrapeptide fluorescence, pooled mixtures | inhibition, % at 5 µM (by protocol) | 0.2% of 62,000 active | AID 581;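 active = inhibition above 20% in each of the two mixture wells holding the compound; inactive = inhibition of 20% or less in either well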;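 note: 0% = enzyme control without mixture and 100% = blank lacking enzyme; strong numbers were not always called active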
Starred values were filed as active, the others as inactive; . = no result given. Cut-off read from the data, not from the text of the source, unless noted: active = inhibition above about 20% (passing the limit was not always enough); inactive = the rest. Only part of the results is shown (hit frequency here may not be typical).

SMILES	FXIIa inh mix	CatB inh	CatS inh	CatL block	AP ELISA ortho	C1s inh	CatB mix inh	FXIa mix inh	Cathepsin G inh
CCOC(=O)c1cccc(NC(=O)CSc2nc3ccccc3c(=O)n2CC)c1	2	2	-6	3	12	13	4	-2	11
Cc1cc(C(=O)Nc2nnc(C3CCCCC3)s2)no1	4	3	0	7	25	-4	2	1	6
CCOc1ccccc1-c1nc(-c2ccc(NC(=O)Cc3ccc(OC)cc3)cc2)no1	-20	-4	-8	2	11	-30	6	1	-2
Cc1nnc(NC(=O)CSc2nnnn2Cc2ccccc2)s1	9	3	-2	-1	16	17	5	3	11
Cc1nn(-c2ccccc2)c(N2CCCC2)c1/C=N/n1cnc2scc(-c3ccccc3)c2c1=O	-13	-1	-4	-42	22	-9	3	0	4
CCCCN(C)Cc1c(C)[nH]c2ccc(Cl)cc2c1=O	5	5	13	-4	2	10	5	3	8
CCN(CC)C(=O)Nc1cnc2ccccc2c1	2	-3	4	17	4	-26	4	7	0
CC(C)C(NS(=O)(=O)c1cccs1)C(=O)N1CCc2ccccc2C1 (centres undefined)	13	3	7	23	14	13	2	3	12
Cc1cc(C)c2[nH]c(=O)c(C(c3nnnn3Cc3ccc4c(c3)OCO4)N3CCC(C)CC3)cc2c1 (centres undefined)	1	2	13	5	-13	-5	1	2	4
COc1ccc(NS(=O)(=O)c2ccc(NS(C)(=O)=O)cc2)cc1	-2	5	12	.	-5	-12	2	1	-9
CSc1nnc(-c2ccc(NC(=O)CCc3ccccc3)cc2)n1C	-15	1	4	24	1	0	-5	-2	10
Cc1ccc(Nc2cc(C)nc3nc(C)nn23)c(C)c1	-18	0	-6	.	7	-38	-3	5	-11
O=C(/C=N/O)NCCCN1CCCCCC1	-17	-2	4	5	9	-16	2	5	5
COc1ccc(OCc2ccc(C(=O)O)cc2)cc1	-13	3	2	1	2	2	0	4	-1
CCn1cnc2sc(-c3ccccc3)cc2c1=O	10	2	-1	0	13	-10	4	5	-9
CC(O)CNc1ncnc2nc[nH]c12 (centres undefined)	-30	0	1	7	12	3	2	-3	8
CCC(=O)Nc1ccc(NC(=O)c2ccccc2Cl)nc1	0	-2	-1	-7	-4	-22	1	2	-2
CC(C)OC(=O)CSc1nnc(-c2cnccn2)n1-c1ccc(Cl)cc1	-19	1	1	-7	17	15	3	4	12
COc1ccc2c(c1OC)C(=O)O[C@@H]2[C@H]1c2c(cc3c(c2OC)OCO3)CCN1C	1	2	2	11	6	6	0	-1	-3
O=C(C1CC(=O)N(c2ccccc2)C1)N1CCN(C2=NS(=O)(=O)c3ccccc32)CC1 (centres undefined)	9	1	-6	5	11	15	6	6	12
COc1ccc(CNC(=O)c2noc3c2CCCC3)cc1	13	2	-4	7	1	-5	-2	4	-7
CCn1c(SCC(=O)N(Cc2ccccc2)C2CCS(=O)(=O)C2)nc2ccccc2c1=O (centres undefined)	8	-3	13	13	6	-11	2	3	4
CCCCN=c1sc(C(=O)OC)cc(=O)n1CCCC	4	4	-6	10	5	-43	-4	-1	-12
CCCCOC(=O)C1[C@H]2C(=O)N(Cc3cccs3)C[C@]23C=C[C@H]1O3 (some centres undefined)	9	3	-9	14	-9	6	3	4	0
CCOC(=O)c1cc2c(ccn2C)n1CC(=O)N1CCN(c2ccccc2OC)CC1	-1	0	0	-14	-1	12	4	7	7
O=C(Cc1ccc(Br)cc1)c1ccc(O)cc1O	19	0	19	12	5	10	3	3	14
Cc1cc(=O)n2nc(N3CCCC(C(=O)NCc4ccc5c(c4)OCO5)C3)sc2n1 (centres undefined)	4	-4	-8	-1	7	-11	-5	6	-2
COc1cccc(-c2cc(C(=O)NCCc3ccccc3)no2)c1	1	0	-2	15	7	16	6	4	22*
O=C(Nc1ccon1)c1ccc2c(c1)OCO2	0	-1	4	6	-1	4	-2	5	0
O=C(CN(Cc1ccccc1Cl)C(=O)Cn1nnc(-c2cccs2)n1)NCC1CCCO1 (centres undefined)	6	5	-3	.	14	2	2	1	6
Cc1ccc(NC(=O)CS(=O)CC(=O)Nc2cccc(C)c2C)cc1F (centres undefined)	-4	0	4	25	-21	-8	-2	-3	-8
CN1CCN(S(=O)(=O)c2ccc(N(C)CC(=O)Nc3ccc(F)cc3)nc2)CC1	-16	3	12	11	7	2	2	9	25
CCOc1ccc(NC(=O)C(CC)NC(=O)c2ccccc2CO)cc1 (centres undefined)	-8	3	12	22	10	-21	-1	4	1
CCOc1ccc(NC(=O)Cn2nnc(-c3ccccc3NC(=O)C3CC3)n2)cc1	5	-3	-1	33	-4	-19	-4	-10	-5
COc1ccc(C2C(C(=O)Nc3cc(C)on3)c3ccccc3C(=O)N2C)cc1OC (centres undefined)	7	-1	11	4	10	0	-1	13	16
Cc1[nH]nc2c1C(c1ccc(-c3ccccc3C#N)o1)C(C#N)=C(N)O2 (centres undefined)	1	8	16	28	-12	0	1	4	-5
COc1ccccc1OCC(O)Cn1c(Br)nc2c1c(=O)[nH]c(=O)n2C (centres undefined)	14	4	-5	.	7	0	-6	7	8
CN=C(NC#N)SCC(=O)c1ccc(Cl)cc1Cl	2	0	-6	18	-29	-28	-3	-2	-16
c1ccc2c(Oc3ccc4c(c3)OCO4)nncc2c1	0	-2	-1	1	6	-3	-1	4	-3
Cc1ccn(C(=O)c2ccc(NC(=O)C3CCCCC3)cc2)n1	11	0	-9	-12	36	3	1	11	6
COc1ccc(NC(=O)C2CCN(c3nc(C)nc4c3CCC4)CC2)cc1	1	2	2	5	-1	-20	-3	-5	-3
COCCOC(=O)c1c(NC(=O)CN2CCOCC2)sc(C(N)=O)c1C	10	-1	0	-2	-4	3	1	4	8
Cc1cc(C)n2nc3ccccc3c2n1	7	-3	-2	-7	9	2	-1	3	-3
CN1CCN(c2oc(-c3ccco3)nc2S(=O)(=O)c2ccccc2)CC1	7	2	-8	-2	7	11	3	4	10
CCOc1ccccc1C1C(C#N)=C(N)Nc2onc(-c3ccccc3)c21 (centres undefined)	9	0	-1	7	3	6	1	-1	1
C=CCn1c(SCn2nnc3ccccc3c2=O)nc2scc(-c3cccs3)c2c1=O	8	3	-5	-3	13	15	2	4	11
CCOC(=O)N1CCN(CC(O)COCC2=CCC3CC2C3(C)C)CC1 (centres undefined)	2	-2	1	-3	8	3	6	10	0
Cc1ccc(S(=O)(=O)N2CCN(C(=O)N3CCOCC3)C2C)cc1 (centres undefined)	3	-6	8	6	1	11	1	1	8
O=C(c1ccco1)N1CCN(C(=O)c2cccc3c2C(=O)N(Cc2cccnc2)C3)CC1	4	-2	-14	0	3	-63	-16	-14	-19
C=CCOC(=O)C1=C(C)Nc2nnnn2C1c1cc(OC)ccc1OC (centres undefined)	1	2	2	3	7	1	3	8	0
CCCN1CN(Cc2ccco2)c2nc3ccccc3n2C1	7	2	5	21	-4	0	1	0	-3
CC(C)(C)OC(=O)N1CCC[C@H]1c1nnc(SCc2c(Cl)cccc2Cl)o1	10	1	-4	1	-2	4	0	4	-6
Cn1nnnc1Sc1ncnc2scc(-c3ccc(F)cc3)c12	-3	-4	10	17	20	2	5	6	1
CCCC(=O)Nc1ccc(-c2nc3cc(C)c(C)cc3o2)cc1	6	-3	2	-15	3	-6	1	-8	-2
O=C(Nc1cccc2c1CCCC2)C1CCN(c2nnnn2-c2ccccc2)CC1	8	3	-1	3	0	-18	3	0	-3
COc1ccc2c(c1)-c1ccccc1S(=O)(=O)N2C(C)=O	7	1	8	4	-5	-14	-7	4	-3
Cc1nc2nc(-c3cccnc3)nn2c(C)c1Cl	5	3	-5	7	2	-2	2	-6	2
N#CN=C1CCCCCN1CC(N)=O	2	3	12	7	4	6	6	1	-10
c1cc(CSc2nnc(-c3ccc4c(c3)OCO4)o2)ccn1	0	-1	-3	-6	8	10	2	4	8
COc1cc(C)c(C(C)C)cc1S(=O)(=O)N1CCN(C)CC1	5	8	6	9	-1	-9	3	1	-4
(list continues)
SMILES	FXIIa inh mix	CatB inh	CatS inh	CatL block	AP ELISA ortho	C1s inh	CatB mix inh	FXIa mix inh	Cathepsin G inh
O=C(O)CCCC(=O)Nc1ccc(C(=O)NCc2cccnc2)cc1	-3	1	6	.	8	-15	7	3	1
CCCCOc1ccccc1NC(=O)CSc1nnnn1C(C)(C)C	-1	7	40	2	5	-4	0	10	-1
CCOC(=O)c1ccc(NC(=O)Cn2cc3c(n2)CCC(C)C3)cc1 (centres undefined)	0	5	-8	-4	12	13	4	8	14
Cc1c(C(=O)N2CCN(c3ncccn3)CC2)sc2nc3n(c(=O)c12)CCCC3	43	7	-4	-2	12	-2	1	2	4
CC1CCN(S(=O)(=O)c2ccc(Cl)cc2)CC1	5	0	19	12	3	3	6	6	0
COc1cccc(C(=O)CSc2nnc(-c3ccco3)n2CC2CCCO2)c1 (centres undefined)	2	4	5	22	-1	11	-2	2	6
CN(C)S(=O)(=O)N1CCN(c2ccc(Cl)cc2)CC1	0	1	7	1	-7	16	3	6	9
Cc1ccc(OCCn2cc(/C(N)=N/O)c3ccccc32)cc1C	-4	-1	4	10	2	-11	-1	1	3
Cn1cccc1C(=O)NC(=O)CSc1nnc(C2CC2)n1-c1ccccc1	8	-2	21	1	9	-11	1	1	1
N#Cc1nc(-c2ccc(F)cc2)oc1N1CCCC1	8	0	1	-64	-4	-98	-6	-20	-4
CCOC(=O)C1=C(C)NC2=C(C(=O)C(C(=O)OC)C(C)C2)C1c1ccc(OC)c(O)c1 (centres undefined)	2	0	-1	1	25	-3	3	-3	7
O=C(COc1ccc2c(c1)C(=O)CC1(CCCCC1)O2)NCc1ccccn1	8	-1	-4	-93	11	-46	-1	6	-2
CCC(=O)Nc1cccc(NC(=O)CSc2nnnn2C2CCCC2)c1	9	1	-1	-10	18	3	3	5	4
CCOC(=O)CN1C(=O)C(CC)Oc2ccc(Cl)cc21 (centres undefined)	9	1	-4	12	1	6	2	2	6
CC12C=CC3(O1)C(C(=O)N(c1cccnc1)C3C(=O)NC1CCCCC1)C2C(=O)Nc1ccccc1 (centres undefined)	5	8	15	9	8	-10	0	3	1

Filtered by structure: those above containing a COOH group
SMILES	FXIIa inh mix	CatB inh	CatS inh	CatL block	AP ELISA ortho	C1s inh	CatB mix inh	FXIa mix inh	Cathepsin G inh
COc1ccc(OCc2ccc(C(=O)O)cc2)cc1	-13	3	2	1	2	2	0	4	-1
O=C(O)CCCC(=O)Nc1ccc(C(=O)NCc2cccnc2)cc1	-3	1	6	.	8	-15	7	3	1

Later entries:
SMILES	FXIIa inh mix	CatB inh	CatS inh	CatL block	AP ELISA ortho	C1s inh	CatB mix inh	FXIa mix inh	Cathepsin G inh
Cc1cccc(NC(=O)N2CCC(NC(=O)c3ccccc3C)CC2)c1	-23	-2	-9	6	22	5	0	15	7
O=C(COC(=O)CCS(=O)(=O)c1ccc(Cl)cc1)Nc1ncc(Cl)cc1Cl	6	5	-6	-9	13	-29	0	-15	-4
COc1ccc(-n2nnnc2S(=O)(=O)Cc2ccc(C(=O)O)cc2)cc1	3	-1	17	15	11	-1	-1	11	6
O=C(COc1ccc(S(=O)(=O)N2CCCCC2)cc1)NC1CCCCC1	-6	5	5	20	16	15	6	1	9
Fc1ccc(-c2nnc(CN3CCN(c4ncc(C(F)(F)F)cc4Cl)CC3)o2)cc1	2	-2	-26	-2	11	6	6	7	6

Cathepsin G inh, hit marks shown above
SMILES	FXIIa inh mix	CatB inh	CatS inh	CatL block	AP ELISA ortho	C1s inh	CatB mix inh	FXIa mix inh	Cathepsin G inh
COc1cccc(-c2cc(C(=O)NCCc3ccccc3)no2)c1	1	0	-2	15	7	16	6	4	22*
